UDG counter – Primary qHTS assay for inhibitors of Activation Induced Cytidine Deaminase (AID): UDG Counterscreen signal; 91,000 compounds, 0.14% hits; FRET deamination/UDG coupled assay, UDG read, 4 h; AID 1347430, 2020; Potency, µM (titrated, usually from 115 µM), inactives show at the top dose activity change, negative = inhibition, actives largely listed as inhibitors; further: nearly all actives have a fitted effect of over 65% in size
AID inhibitor – Primary qHTS assay for inhibitors of Activation Induced Cytidine Deaminase (AID): AID signal. Single-stranded DNA cytosine deaminase (Homo sapiens), Q9GZX7. AID deamination FRET fluorescence, UDG-coupled, 4 h. Potency, µM (top dose mostly 115 µM), without a hit: at the highest dose activity change, negative = inhibition, hits mostly inhibitors. 91,000 compounds, 0.32% hits. AID 1347428, 2020; further: nearly all actives have a fitted effect of over 25% in size
Target sequence (Q9GZX7 whole entry, looked up): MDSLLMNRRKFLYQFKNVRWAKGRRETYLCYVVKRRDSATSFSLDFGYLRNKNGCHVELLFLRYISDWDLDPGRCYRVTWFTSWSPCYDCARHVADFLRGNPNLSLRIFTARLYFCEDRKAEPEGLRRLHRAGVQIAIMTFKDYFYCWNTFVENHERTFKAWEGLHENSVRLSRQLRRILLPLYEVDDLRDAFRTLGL
* = called active by the depositor; ? = inconclusive; [ ] = remark or other dose. The call rests on the fitted dose curve; in most records, active means well fitted curve in the direction sought with a large enough effect; inconclusive means small, poorly fitted or top-dose-only effect, or another doubt; inactive means no such curve, though single readings can be large; an effect the other way counts as inactive or inconclusive. On the % scale 0 is the no-effect control and ±100 the full control effect; potency means the concentration at half of the fitted maximal effect. An excerpt; count on the stated rates, not on these rows.

SMILES	UDG counter	AID inhibitor
CN(Cc1ccccc1)S(=O)(=O)c1ccc(-c2cnc(C3CC3)o2)cc1	4%	-18%
O=C(NCC(c1cccs1)N1CCCC1)c1nn(Cc2ccccc2)c(=O)c2ccccc12 (stereo not drawn)	-7%	?
COc1ccc(-c2nc(SCC(=O)Nc3cccc(C(F)(F)F)c3)n[nH]2)cc1	-3%	0%
Cc1ccc(Sc2ccnc3cc(Cl)ccc23)cc1	-3%	-9%
COCCCNc1oc(-c2ccccc2C)nc1C#N	3%	-7%
COC(=O)c1ccc(COC(=O)[C@H](C)NC(=O)c2ccccc2)cc1	-5%	-4%
O=C1/C(=C/c2ccc(F)cc2)CCc2ccccc21	3%	-18%
Cc1nc(-n2nc(C)c(CCC(C)C)c2C)sc1C(=O)Nc1ccc(Br)cc1	10%	15%
COc1ccc(C(=O)/C(C#N)=C\c2ccc(Cl)cc2Cl)cc1	2%	-24%
COC(=O)c1ccccc1NC(=O)c1nc(S(=O)(=O)Cc2ccccc2F)ncc1Cl	-20%	-4%
CCCCN(CCCNC(=O)c1cc(Nc2ccccc2OC)nc2ccccc12)c1ccccc1	0%	14%
COc1ccc(Nc2nc3ccccc3c3nnc(C)n23)cc1Cl	-15%	?
COC(=O)C1=C(CN2CCN(C(C)C)CC2)NC(=O)NC1c1ccc(C)cc1 (stereo not drawn)	13%	0%
Cc1cccc(N2CCN(S(=O)(=O)c3ccc4c(c3)CC(=O)N4C)CC2)c1C	-22%[57.5 µM]	45%[activator][57.5 µM]
COc1cccc2cc(C(=O)N3CCCCCCC3)c(=O)oc12	-3%	-2%
COc1ccc(F)cc1S(=O)(=O)Nc1ccc2c(c1)CCCN2C(=O)c1cccs1	8%	-3%
O=C(NCC(c1cccnc1)N1CCOCC1)C(=O)Nc1cccc(Cl)c1 (stereo not drawn)	6%	5%
NCc1ccccc1OC(F)(F)F	-14%	-5%
CCCc1ccc(C(=O)NC2CCSC2=O)cc1 (stereo not drawn)	-7%	-2%
N#Cc1c(-c2ccccc2)cc(-c2cccs2)nc1SCCS(=O)(=O)Cc1ccccc1	1%	0%
Cc1ccc(-c2nc3nc(C)cc(N4CCN(c5cccc(C)c5)C(C)C4)n3n2)cc1 (stereo not drawn)	-17%	-9%
CCOc1ccc(-c2cc(C(=O)Nc3ccc(NC(C)=O)cc3)no2)cc1	-10%	18%
Cc1ccc(NS(=O)(=O)c2ccc3c4c(cccc24)C(=O)N3)c(C)c1	-12%	-9%
Fc1ccc(N2CCN(Cc3cccn3-c3nnc(N4CCN(C5CCCCC5)CC4)s3)CC2)cc1	7%	-2%
CCn1nnnc1SCCS(=O)(=O)c1cc(Cl)ccc1Cl	3%	1%
CCc1cccc(-n2c(C)nc3c(cnn3-c3ccc(C)c(C)c3)c2=O)c1	-8%	?
N#CC1=C(N)OC2=C(C(=O)CC(c3ccccc3)C2)C1c1ccccc1Br (stereo not drawn)	-11%	-18%
Cc1c(-c2cccc(Cl)c2)nc2ccccc2c1C(=O)NC1CCCCCCCCCCC1	-6%	-1%
CSCCC(NS(=O)(=O)c1ccc2c(c1)oc(=O)n2C)C(=O)Nc1ccc(F)c(Cl)c1 (stereo not drawn)	2%	-6%
Cc1ccccc1N1C(=O)c2cc(S(N)(=O)=O)c(Cl)cc2NC1C (stereo not drawn)	-9%	-13%
Cc1ccccc1Cc1sc(N)nc1C	1%	-6%
Cc1ccc(CNS(=O)(=O)c2c(C(=O)N3CCC(C)CC3)c(C)n(C)c2C)cc1	-4%	14%
COc1ccc(C(=O)/C=C/c2cccs2)c(OC)c1	-4%	-23%
O=C(O)c1ccccc1S(=O)(=O)Cc1ccc(Cl)cc1	-1%	-3%
CCOc1ccccc1Nc1cc(-c2ccccc2)nc(C)n1	-16%	?
O=C1CC(c2ccc3c(c2)OCO3)c2c(n3c(nc4ccccc43)[nH]c2=O)N1 (stereo not drawn)	3%	-2%
Cc1ccc(C)c(/C=C/C(=O)c2cccc([N+](=O)[O-])c2)c1	-1%	-15%
Cc1ccc2cc(/C=C/C(=O)NC3CCCCC3)oc2c1	-8%	-7%
COc1ccc(CCC(=O)NCc2nc3cccnc3n2Cc2ccc(C)cc2)cc1	-6%	37%
CS(=O)(=O)CCC(C(=O)Nc1cccc(C(F)(F)F)c1)N1Cc2ccccc2C1=O (stereo not drawn)	?	-3%
N#CC1=C(N)N(c2ccc(Cl)cc2)C2=C(C(=O)CCC2)C1c1cc(CN2CCOCC2)cs1 (stereo not drawn)	-7%	-4%
COc1ccc(/C=C(/CC(=O)O)c2nc3ccccc3s2)cc1	2%	-4%
Cc1nc(NCc2ccccc2)sc1C(=O)NC1CC1	3%	1%
Cc1ccc(CSCC(=O)NCc2ccc(F)cc2)cc1	-5%[57.5 µM]	2%
O=C(O)c1cc(NC(=O)c2ccc(CO)cc2)cc(C(=O)O)c1	2%	-3%
NC(=O)C1=C(Nc2ccc(Br)cc2F)c2ccccc2S1(=O)=O	-5%	11%
Fc1ccc(N2CCN(c3nc4ccccc4c4nc(-c5ccccc5)nn34)CC2)cc1	5%	19%
CC(OC(=O)c1cc(-c2ccco2)nc2ccccc12)C(=O)NC(=O)NC1CCCCC1 (stereo not drawn)	4%	-14%

Already shown: 16 of the compounds above.
SMILES	UDG counter	AID inhibitor
COc1ccc(C(=O)/C=C/c2cccs2)c(OC)c1	-4%	-23%
O=C(O)c1ccccc1S(=O)(=O)Cc1ccc(Cl)cc1	-1%	-3%
CCOc1ccccc1Nc1cc(-c2ccccc2)nc(C)n1	-16%	?
O=C1CC(c2ccc3c(c2)OCO3)c2c(n3c(nc4ccccc43)[nH]c2=O)N1 (stereo not drawn)	3%	-2%
Cc1ccc(C)c(/C=C/C(=O)c2cccc([N+](=O)[O-])c2)c1	-1%	-15%
Cc1ccc2cc(/C=C/C(=O)NC3CCCCC3)oc2c1	-8%	-7%
COc1ccc(CCC(=O)NCc2nc3cccnc3n2Cc2ccc(C)cc2)cc1	-6%	37%
CS(=O)(=O)CCC(C(=O)Nc1cccc(C(F)(F)F)c1)N1Cc2ccccc2C1=O (stereo not drawn)	?	-3%
N#CC1=C(N)N(c2ccc(Cl)cc2)C2=C(C(=O)CCC2)C1c1cc(CN2CCOCC2)cs1 (stereo not drawn)	-7%	-4%
COc1ccc(/C=C(/CC(=O)O)c2nc3ccccc3s2)cc1	2%	-4%
Cc1nc(NCc2ccccc2)sc1C(=O)NC1CC1	3%	1%
Cc1ccc(CSCC(=O)NCc2ccc(F)cc2)cc1	-5%[57.5 µM]	2%
O=C(O)c1cc(NC(=O)c2ccc(CO)cc2)cc(C(=O)O)c1	2%	-3%
NC(=O)C1=C(Nc2ccc(Br)cc2F)c2ccccc2S1(=O)=O	-5%	11%
Fc1ccc(N2CCN(c3nc4ccccc4c4nc(-c5ccccc5)nn34)CC2)cc1	5%	19%
CC(OC(=O)c1cc(-c2ccco2)nc2ccccc12)C(=O)NC(=O)NC1CCCCC1 (stereo not drawn)	4%	-14%

Exported with values under each structure: part of the list above.
Results follow in this order: UDG counter	AID inhibitor
- NC(=O)C1=C(Nc2ccc(Br)cc2F)c2ccccc2S1(=O)=O
    -5%	11%
- N#CC1=C(N)N(c2ccc(Cl)cc2)C2=C(C(=O)CCC2)C1c1cc(CN2CCOCC2)cs1 (stereo not drawn)
    -7%	-4%

New compounds follow.
SMILES	UDG counter	AID inhibitor
O=C(Nc1cc2c(cc1C(=O)c1ccccc1Br)OCCO2)c1ccccc1	-7%[57.5 µM]	7%
Cc1ccc(C)c(N2CCN(c3ccc4cc(S(=O)(=O)N5CCC(C)CC5)ccc4n3)CC2)c1	-8%[57.5 µM]	-18%
O=C(/C=C/c1cccc(Cl)c1Cl)c1ccc(OC(F)F)cc1	0%	-15%
O=c1ccsc2ccc3ccccc3c12	-7%	-16%
Cc1ccc(CNC(=O)C2CCN(C(=O)N3CC(C)Oc4ccc(Cl)cc43)CC2)cc1 (stereo not drawn)	10%	-12%
Cc1ccccc1NC(=O)Cn1c(=O)oc2cc(Br)ccc21	-4%	-11%
COc1cc(Cl)c(NC(=O)C2CCN(c3nccnc3Oc3ccc(C)cc3)CC2)c(OC)c1	-8%	-17%
CCOc1cccc2cc(S(=O)(=O)c3ccccc3F)c(=O)oc12	?	7%
Cc1ccc2oc(C(=O)Nc3c(C(=O)Nc4ccccc4)oc4ccccc34)cc(=O)c2c1	-1%[57.5 µM]	3%[57.5 µM]
CCc1ccc(S(=O)(=O)c2nnn3c2nc(NCc2ccccc2)c2cc(Cl)ccc23)cc1	-1%	-4%
Cc1cccc(C)c1NC(=O)c1sc(-n2nc(C)c(Cl)c2C)nc1C	-1%	4%
COc1ccc2oc(-c3cccc(NC(=O)c4cc([N+](=O)[O-])ccc4N4CCOCC4)c3)nc2c1	-5%	-5%
CC(C)CCn1c(/C=C/c2ccccc2)nc2ccccc21	?	?
COc1ccc(-n2nc3cc(C)c(NC(=O)c4ccc(C)cc4C)cc3n2)cc1Cl	1%	105%[activator]
CCOC(=O)C1=C(c2ccccc2)NC(=S)NC1c1ccccc1 (stereo not drawn)	0%	-3%
CSc1cccc(NC(=O)C2CCN(S(=O)(=O)c3ccc4[nH]c5c(c4c3)CCCCC5)CC2)c1	20%	-2%
CC1CC(C)CN(Cc2ccccc2C#N)C1 (stereo not drawn)	0%	-3%
COc1ccc(Nc2oc(-c3ccc(COc4ccccc4)o3)nc2C#N)cc1	17%	60%[activator]
Cc1cc(C)c(NC(=O)Cn2c(=O)n(-c3cccc(C(F)(F)F)c3)c(=O)c3c(C)c(C)sc32)c(C)c1	23%	-2%
CC(C)(C)OC(=O)COc1ccc2c(-c3ccccc3)cc(=O)oc2c1	4%	-2%
COC(=O)c1cc(-c2cccnc2)nc2onc(-c3ccc(C)cc3)c12	-2%	28%
CCn1nc(C(=O)Nc2nc(-c3ccc(OC)c(OC)c3)cs2)c2ccccc2c1=O	1%	-6%
Cc1ccc(C)c(N2CCN(C(=O)C(C)n3nc(C)c4sc5ccccc5c4c3=O)CC2)c1 (stereo not drawn)	0%	?
C=CCOc1ccc(C=Nc2ccc(C)cc2C)c(O)c1	-10%	-12%
CC(C)(C)NC(=O)COC(=O)c1cc(=O)c2ccccc2o1	0%	3%
CC(C)c1cccc(OCCn2c(-c3ccc(Cl)cc3)nc3ccccc3c2=O)c1	-3%	-4%
CC(C)(c1ccccc1)c1cccc(C(C)(C)c2ccccc2)c1O	0%	5%
O=c1[nH]c2cc(Br)ccc2n2cccc12	6%	2%
O=C(CSc1nccn1-c1cccc(Cl)c1)Nc1cccc2ccccc12	-3%	?
COc1cc(/C=C(\C#N)C(=O)C(C)(C)C)ccc1OCc1ccccc1Cl	3%	-17%
Cc1ccc(CNC(=S)NNC=O)cc1	3%	-2%
COc1ccc(CNC23CC4CC(CC(C4)C2)C3)c2ccccc12	-8%	-10%
Cc1ccc2c(c1)C(C)(C)C1(/C=C/c3cccc(Cl)c3)NC(=O)CN21 (stereo not drawn)	-14%	-9%
N#C/C(=C\c1ccc(-c2cccc(Cl)c2Cl)o1)c1ccccc1	-7%	-3%
CCOc1ccccc1N1CC(c2nc3ccccc3n2CCOc2ccccc2)CC1=O (stereo not drawn)	-15%	?
NC(=O)c1cccc(CN(CC2CCOC2)C2CC2)c1 (stereo not drawn)	6%	6%
Cc1ccc(CNC(=O)c2nccnc2N)cc1	-6%	-4%
CCOc1ccc(-n2c(SCC(=O)N3CCCCC3)nc3c([nH]c4ccccc43)c2=O)cc1	4%	17%
COc1ccc2c(c1)c(C(C)=O)c(C)n2CCc1ccccc1	4%	-27%
Cc1ccc(NC(=O)c2ccc3c(Cl)c4c(nc3c2)CCCC4)cc1F	-3%	-5%
COc1ccc(-n2c(=O)c3sc4ccccc4c3n(CC(=O)NCc3ccccc3)c2=O)cc1	-3%	-2%
CCOC(=O)c1sc(NC(=O)c2nc(SC)ncc2Cl)c(C(=O)OCC)c1C	-3%	-2%
CCCN(Cc1cccs1)C(=O)Nc1ccc(Br)c(C)c1	-20%	?
COc1ccc(S(=O)(=O)NCCc2nnc3ccc(SCC(=O)Nc4ccc(C(F)(F)F)cc4)nn23)cc1	29%	30%
OC(CCN1CCCCC1)(c1ccccc1)C1CC2C=CC1C2 (stereo not drawn)	-6%	-13%
CCN(CC)C(=O)c1cnn(-c2ccc(F)cc2)c1-n1cccc1	2%	-2%
O=C1CC(c2ccccc2)Cc2[nH]c(=O)c(-c3nc(-c4cccc(Cl)c4)cs3)cc21 (stereo not drawn)	3%	20%
O=C(C1=C(O)C(=O)N(CCc2ccccc2)C1c1cccnc1)c1ccco1 (stereo not drawn)	8%	-8%
Cc1ccc(NC(=O)Cc2coc3c(C)c(C)ccc23)cc1Cl	-10%	69%[activator]
CN(C)CCCNC1CCCCC1	1%	2%
Cc1ccc(C(NC(=O)C2CCCCC2)c2cccnc2)cc1 (stereo not drawn)	-3%	5%
CCCCn1c(Br)nc2c1c(=O)[nH]c(=O)n2C	-13%	-10%
CCOc1ccc(N(C)S(=O)(=O)c2ccc3[nH]cc(C(=O)NCc4ccccc4)c(=O)c3c2)cc1	-11%	-5%
N#CC1=C(N)OC2=C(C(=O)CC(c3ccc(Cl)cc3)C2)C1c1ccc(Cl)c(Cl)c1 (stereo not drawn)	-6%	-9%
Cc1c(OC(=O)c2ccc(F)cc2)cccc1OC(=O)c1ccc(F)cc1	2%	0%
CCc1ccccc1NC(=O)CSc1nc2nc(C)c(Br)cc2[nH]1	-3%	3%
CN(C)CCNC(=O)C(=O)NCC(c1cccnc1)N1CCN(c2ccccc2)CC1 (stereo not drawn)	1%	6%
CCOc1ccc(NC(=O)c2cc(S(=O)(=O)N3CCCCCC3)cn2C)cc1	-4%	-2%
COc1ccc(CCNC(=O)C2CC(=O)N(CCc3ccccc3)C2)cc1OC (stereo not drawn)	5%	1%
CNC(=O)c1ccc(NC(=O)CCn2c(=O)oc3cc(S(=O)(=O)N4CCCC4)ccc32)cc1	-13%	-13%

Screening data (PubChem)
